Screens deposited in PubChem by Sanford-Burnham Center for Chemical Genomics.
PfGluPho inh: PfG6PD (Plasmodium falciparum) enzyme inhibition | AID 504690 | inhibition, % at 20 µM | PfGluPho enzyme, NADPH resazurin-diaphorase fluorescence | 350,000 tested, 0.78% active;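 active means inhibition reaching at least a set limit at 20 µM in the primary screen, cut at about 59% in these data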;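 further: 0% = DMSO wells with substrate and 100% = DMSO wells lacking glucose-6-phosphate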
SENP8 block-1: inhibitors of human SENP8 protease; recombinant SENP8, Nedd8 substrate fluorescence; 360,000 tested, 0.64% active; AID 602440; inhibition, % at 20 µM; in the data active means inhibition mostly above about 40%, no sharp cut-off; inactive means mostly below about 27%
Target sequence (Q96LD8 whole entry, looked up): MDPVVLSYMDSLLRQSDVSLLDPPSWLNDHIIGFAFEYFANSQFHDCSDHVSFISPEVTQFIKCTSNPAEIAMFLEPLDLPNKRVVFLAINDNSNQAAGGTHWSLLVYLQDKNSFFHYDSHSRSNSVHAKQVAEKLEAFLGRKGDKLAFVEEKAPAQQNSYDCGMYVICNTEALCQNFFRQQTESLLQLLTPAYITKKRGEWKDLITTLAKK
SENP8 block-2: blocks the human protease SENP8. Q96LD8. purified SENP8, Z-RLRGG-aminoluciferin cleavage, luminescence. inhibition, % at 10 µM. 330,000 tested, 1.2% active. AID 2540; in the data active means inhibition above about 50%
SENP1 inh: inhibitors of human SENP1 SUMO protease catalytic domain. AID 624204. 360,000 tested, 0.21% active. recombinant SENP1 catalytic domain, CyPet-SUMO1-YPet FRET cleavage. inhibition, % at 10 µM;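 active means inhibition at least 30% at 10 µM, raw YFP signal under a set limit, fluorescence ratio 0.5 to 1.5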;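 further: 0% = enzyme with DMSO and 100% = no enzyme wells; some results filed as inactive read as strong as hits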
Target sequence (Q9P0U3 419-644 limits assumed): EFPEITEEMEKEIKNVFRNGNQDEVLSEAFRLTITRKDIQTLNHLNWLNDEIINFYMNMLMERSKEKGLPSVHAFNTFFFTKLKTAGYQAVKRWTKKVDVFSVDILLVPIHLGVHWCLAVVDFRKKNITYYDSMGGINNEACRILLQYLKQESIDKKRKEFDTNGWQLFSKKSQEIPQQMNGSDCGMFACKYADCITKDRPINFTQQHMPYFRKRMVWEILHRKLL
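Assay system – human recombinant His6-tagged SENP1 catalytic domain enzyme · Input – SENP1 enzyme, 20 pM final · Buffer or medium – Tris pH 8 buffer plus EDTA, NaCl, BME, BSA, NP40, catalase · Schedule – 50 min reaction at room temperature · Technique – FRET read of cyan and yellow fluorescence · Control set – no-enzyme wells low, DMSO-plus-enzyme wells high control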
SENP7 inh: inhibitors of human SENP7 protease; inhibition, % at 5 µM; recombinant SENP7, Z-RLRGG-aminoluciferin luminescence, 40 min; AID 434973; 330,000 tested, 1.5% active;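 active means inhibition above about 50% at the single test dose, limit read from the data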;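 further: plate controls were DMSO with enzyme for no effect and no enzyme buffer wells for full effect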
Target sequence (Q9BQF6 706-1050 limits assumed): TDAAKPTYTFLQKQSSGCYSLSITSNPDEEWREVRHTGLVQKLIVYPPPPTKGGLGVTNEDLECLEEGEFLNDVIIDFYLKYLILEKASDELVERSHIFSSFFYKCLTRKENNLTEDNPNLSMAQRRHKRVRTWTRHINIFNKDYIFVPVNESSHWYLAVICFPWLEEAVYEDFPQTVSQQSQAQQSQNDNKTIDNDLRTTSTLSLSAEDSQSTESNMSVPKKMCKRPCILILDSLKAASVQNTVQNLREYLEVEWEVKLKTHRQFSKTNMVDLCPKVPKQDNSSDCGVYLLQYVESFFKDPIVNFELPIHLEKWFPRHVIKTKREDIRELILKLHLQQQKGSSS
SENP6 inh: SENP6 protease inhibition. Q9GZR1. Recombinant SENP6 catalytic domain, aminoluciferin luminescence. inhibition, % at 10 µM. 330,000 tested, 1.8% active. AID 2599;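 active means inhibition above about 50% at the single tested dose, limit read from the data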;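 further: plate controls were DMSO wells with enzyme for no effect and DMSO wells lacking enzyme for full effect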
HKDC1 inh: blocks human hexokinase HKDC1 activity; Q2TB90; recombinant HKDC1, G6PDH/diaphorase resazurin coupled fluorescence; inhibition, % at 20 µM; 340,000 tested, 0.16% active; AID 493160;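 active means inhibition above about 35% when tested at 20 µM, limit read from the data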;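 further: plate controls were DMSO wells with enzyme for no effect and DMSO wells lacking enzyme for full effect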
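Assay system – recombinant HKDC1 (HK5) hexokinase enzyme, produced in-house · Input – HKDC1 at 5 µg/mL · Reagent – glucose plus 1 mM ATP as hexokinase substrates · Timing – 90 min reaction incubation at room temperature, dark · Measured by – G6PDH/diaphorase-coupled fluorescence, 1 mM NADP, 100 µM resazurin, 525/613 nm · Benchmarks – DMSO-enzyme wells negative, buffer-substituted wells positive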
Apaf1 inhib: blocks human Apaf-1 apoptosome activity; O14727; reconstituted apoptosome caspase-3 activity, DEVD-Rh110 fluorescence; inhibition, % at 20 µM; 330,000 tested, 0.71% active; active means inhibition of at least 40% at 20 µM;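 further: plate controls were DMSO wells for no effect and DEVD-CHO caspase inhibitor wells for full effect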
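Material: biochemical Apaf-1 apoptosome reconstitution. Medium: Hepes buffer, pH 7.5. Also added: cytochrome c activation, bis-DEVD rhodamine 110 substrate. Timing: 30 min compound preincubation, 50 min activation, room temperature. Measured by: rhodamine 110 fluorescence at Ex 480/Em 540 nm.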
Starred values were filed as active, the others as inactive; / = no result given.

SMILES	PfGluPho inh	SENP8 block-1	SENP8 block-2	SENP1 inh	SENP7 inh	SENP6 inh	HKDC1 inh	Apaf1 inhib
Cc1ccc(C(=O)c2nocc2C(=O)c2cccs2)cc1	-3	3	-1	2	2	-7	0	-8
Nc1c(C2CCCCC2)c(=O)on1C(=O)c1ccccc1	18	11	/	3	/	/	11	/
Cc1ccc(S(=O)(=O)N2CCC(C(=O)NNC(=O)c3ccncc3)CC2)cc1	-1	4	4	2	10	-20	-1	-12
NS(=O)(=O)c1ccc(NC(=O)c2ccc(S(=O)(=O)N3CCCCCC3)cc2)cc1	23	6	9	0	2	11	0	4
CCC(=O)c1ccc(OCC(O)CNC2CCCC2)cc1 (stereo unspecified)	2	20	2	0	3	-5	-4	-3
COc1cccc(NC=C2C(=O)OC(C)(C)OC2=O)c1	4	5	-7	3	1	1	-11	-7
COc1ccccc1/C=N/Nc1nccnc1Cl	11	-151	85*	3	91*	90*	-6	7
O=c1c2ccccc2nnn1Cc1ccc(F)cc1	-3	18	-9	1	6	-30	0	-13
Cc1cc(OCn2ccc(C(=O)O)n2)ccc1Cl	-14	14	-4	2	-9	3	-5	-6
Cc1cc(C)n(S(=O)(=O)c2ccc3oc(=O)ccc3c2)n1	-14	22	3	0	4	-12	-5	4
COC(=O)c1ccc(NC(=O)CC(=O)Nc2ccc(C(=O)OC)cc2)cc1	-6	13	-15	2	-14	-6	-2	5
Cc1ccc(C)c(N2CCN(C(=O)Cn3ncc4c([nH]c5ccc(C)cc54)c3=O)CC2)c1	1	-8	5	-2	0	-8	-6	-12
CCn1ncc(Br)c1C(=O)NC(C)c1ccccc1 (stereo unspecified)	-9	24	-4	1	-13	-11	1	10
CC(OC(=O)CC1CCCCC1)C(=O)Nc1ccc(S(N)(=O)=O)cc1 (stereo unspecified)	5	14	-5	4	-7	-13	3	-2
Nc1nnc(SCC(=O)c2ccco2)s1	-2	8	3	1	3	11	-12	-1
Oc1c(Cl)cc(Cl)cc1C=Nc1ccc2c(c1)OCCO2	12	-30	6	-25	-1	6	15	12
O=S(=O)(NC1CCCCC1)c1ccc(Br)cc1	11	14	-4	1	-6	-9	0	6
Fc1cccc(Cl)c1CSc1ccc2nnc(-c3ccccn3)n2n1	-3	-154	-3	1	2	-10	23	-1
CCCCNC(=O)Nc1ccccc1C(=O)NCCC	3	-33	4	3	-1	-14	-13	-3
CCCCCCCCc1nnc(NC(=O)c2ccco2)s1	-28	8	-1	-11	-2	0	5	-5
CCOC(=O)CCNC(=O)N1CCCC(CNS(=O)(=O)c2cccs2)C1 (stereo unspecified)	-12	9	3	1	0	-17	-13	-12
CCN(CC)C(=O)CSc1nc2cc(OC)c(OC)cc2c(=O)n1Cc1ccc(Cl)cc1	9	15	1	2	7	7	5	23
CCNS(=O)(=O)c1ccc(NC(=O)Cc2ccc(F)cc2)cc1	4	16	-3	4	0	-28	-12	-13
O=C(/C=C\Nc1ccc(Cl)cn1)c1ccc(Br)cc1	1	-278	-10	-33	-3	-3	-2	-11
COc1ccccc1N1CC(C(=O)Nc2ccccc2N2CCCC2)CC1=O (stereo unspecified)	8	16	0	0	-2	-3	1	24
More entries follow:
SMILES	PfGluPho inh	SENP8 block-1	SENP8 block-2	SENP1 inh	SENP7 inh	SENP6 inh	HKDC1 inh	Apaf1 inhib
COC(=O)c1c(/N=C/NOCc2ccc(Cl)cc2)sc2c1CCN(c1ncc(C(F)(F)F)cc1Cl)C2	-3	-41	4	-19	6	-5	-7	-1
COc1ccc(-c2nnc(SCc3nnc(-c4ccccc4)o3)n2C)cc1OC	-3	4	0	-1	8	0	4	4
Cc1cccc(-n2c(SC(C)C(=O)O)nc3sc4c(c3c2=O)CCCC4)c1 (stereo unspecified)	-5	10	-3	1	3	13	-6	7
O=C(CSc1n[nH]c(-c2ccco2)n1)Nc1sc2c(c1C(=O)Nc1ccccc1)CCCC2	-3	-4	-7	-2	0	-8	-3	13
CCCC(=O)Nc1ccc(C(=O)n2ccc(C)n2)cc1	3	-2	6	-166	0	-23	-1	-7
CS(=O)(=O)N1CCN(C(=O)Nc2ccccc2)CC1	3	-17	1	3	-2	2	-9	-1
Clc1ccc(-c2c[n+]3c(n2-c2ccccc2)SCC3)cc1	9	18	-13	0	-8	-1	5	-12
CC(/C=C1\N=C(SCc2ccccc2)SC1=O)=C\c1ccccc1	-23	12	-4	-10	2	-6	-7	-7
O=C(CN1CCCc2ccccc21)Nc1cc(S(=O)(=O)N2CCCC2)ccc1Cl	21	-3	-8	27	13	-1	-1	7
CCOc1cccc(CN2CCC(Oc3ccc(C(=O)N4CCCC4)cc3)CC2)c1	-25	5	6	-5	-7	13	6	4
CCN(CC)C(=O)Cn1ccc(NC(C)=O)nc1=O	-10	9	5	2	6	8	-8	-5
CCOc1ncnc2c1sc1nc3c(cc12)COC(C)(C)C3	-4	6	/	0	/	/	-6	/
Cc1cc(C)cc(NC(=S)Nc2ccccn2)c1	3	4	-3	1	4	-6	4	4
CCC(C)c1ccccc1NC(=O)COc1ccc(-n2cnnn2)cc1 (stereo unspecified)	-7	-2	5	0	2	-15	-6	-10
Cc1ccn2c(C(=O)CSc3ccccc3Cl)c(C)nc2c1	-8	18	-9	0	2	-10	5	0
Cn1ccnc1SCC(=O)Nc1ccc(SC(F)F)cc1	10	12	0	2	-8	-6	-1	-4
CC12CC(c3ccccc3O1)N(C(=O)c1ccco1)C(=S)N2c1ccccc1 (stereo unspecified)	-3	13	-3	0	2	4	-1	23
CCn1c2ccccc2c2cc(N)ccc21	11	-284	1	-23	-1	2	5	16
O=C1CCN(Cc2ccccc2)C=C1c1ccc(Cl)cc1	-4	-3	4	-1	3	-7	-9	47*
CCOC(=O)c1nnn(-c2nonc2-n2cccc2)c1-c1cccc([N+](=O)[O-])c1	15	6	-2	1	6	-1	-1	8
COc1ccc(NS(=O)(=O)c2ccc(NC(=S)NC(=O)/C=C/c3ccccc3)cc2)nn1	-5	12	-6	1	-5	-17	-3	17
O=C(NCC1CC1)c1cc(-c2ccccc2)nn1CC1CC(c2cccnc2)=NO1 (stereo unspecified)	20	29	5	2	-1	1	-7	32
O=S(=O)(NCCc1csc(-c2ccccc2)n1)c1cccnc1	3	12	-3	-1	-9	-15	-4	1
Cc1ccsc1C(=O)N(C)CC(=O)Nc1ccccc1Br	-11	4	-8	0	7	-20	0	25
CC1(C)CC(=O)C2=C(C1)NC(=S)C(C#N)C21CCCCC1 (stereo unspecified)	76*	6	5	-24	2	-6	2	-18

14 consecutive entries from above:
SMILES	PfGluPho inh	SENP8 block-1	SENP8 block-2	SENP1 inh	SENP7 inh	SENP6 inh	HKDC1 inh	Apaf1 inhib
COC(=O)c1c(/N=C/NOCc2ccc(Cl)cc2)sc2c1CCN(c1ncc(C(F)(F)F)cc1Cl)C2	-3	-41	4	-19	6	-5	-7	-1
COc1ccc(-c2nnc(SCc3nnc(-c4ccccc4)o3)n2C)cc1OC	-3	4	0	-1	8	0	4	4
Cc1cccc(-n2c(SC(C)C(=O)O)nc3sc4c(c3c2=O)CCCC4)c1 (stereo unspecified)	-5	10	-3	1	3	13	-6	7
O=C(CSc1n[nH]c(-c2ccco2)n1)Nc1sc2c(c1C(=O)Nc1ccccc1)CCCC2	-3	-4	-7	-2	0	-8	-3	13
CCCC(=O)Nc1ccc(C(=O)n2ccc(C)n2)cc1	3	-2	6	-166	0	-23	-1	-7
CS(=O)(=O)N1CCN(C(=O)Nc2ccccc2)CC1	3	-17	1	3	-2	2	-9	-1
Clc1ccc(-c2c[n+]3c(n2-c2ccccc2)SCC3)cc1	9	18	-13	0	-8	-1	5	-12
CC(/C=C1\N=C(SCc2ccccc2)SC1=O)=C\c1ccccc1	-23	12	-4	-10	2	-6	-7	-7
O=C(CN1CCCc2ccccc21)Nc1cc(S(=O)(=O)N2CCCC2)ccc1Cl	21	-3	-8	27	13	-1	-1	7
CCOc1cccc(CN2CCC(Oc3ccc(C(=O)N4CCCC4)cc3)CC2)c1	-25	5	6	-5	-7	13	6	4
CCN(CC)C(=O)Cn1ccc(NC(C)=O)nc1=O	-10	9	5	2	6	8	-8	-5
CCOc1ncnc2c1sc1nc3c(cc12)COC(C)(C)C3	-4	6	/	0	/	/	-6	/
Cc1cc(C)cc(NC(=S)Nc2ccccn2)c1	3	4	-3	1	4	-6	4	4
CCC(C)c1ccccc1NC(=O)COc1ccc(-n2cnnn2)cc1 (stereo unspecified)	-7	-2	5	0	2	-15	-6	-10

Further structures:
SMILES	PfGluPho inh	SENP8 block-1	SENP8 block-2	SENP1 inh	SENP7 inh	SENP6 inh	HKDC1 inh	Apaf1 inhib
Clc1ccc(C2=NN=C3COc4ccccc4N3C2)cc1	0	-22	-5	-2	8	20	13	13
Cc1nnc(NC(=O)CSc2ncnc3c2cnn3-c2ccccc2C)s1	-11	12	-5	0	7	9	8	-1
O=C(CSc1nc(-c2ccccc2)cc(=O)[nH]1)NCc1ccc2c(c1)OCO2	-19	21	0	1	1	4	2	-1
Nc1ccc(-c2nc(-c3ccccc3)nc3ccccc23)cc1	8	-310	0	-24	-4	-9	3	13
O=C(Nc1nccs1)c1cc([N+](=O)[O-])ccc1Cl	6	21	-4	-1	-2	2	-5	-2
Clc1ccc(/C=N/N2CCCCC2)cc1	3	16	2	1	-7	37	-1	-11
Cc1ccc(NC2CCCN(C(=O)c3cn4cc(Cl)ccc4n3)C2)cc1C (stereo unspecified)	-7	10	8	1	8	-6	-2	10
Cc1cccc(NC(=O)C2C(c3ccccc3)C2(Cl)Cl)c1 (stereo unspecified)	11	12	-2	0	6	-21	-4	14
COc1ccc(C2CC(=O)c3cnc(N)nc3C2)c(OC)c1 (stereo unspecified)	-4	28	/	0	/	/	-1	/
COC(=O)N1C(=O)[C@@](CC(C)C)(c2ccccc2)N1C(=O)OC	/	/	-14	/	-5	-15	/	8
Cc1ccc(C2C(C#N)=C(N)N(c3ncn[nH]3)C3=C2C(=O)CC(C)(C)C3)cc1 (stereo unspecified)	-8	-14	-2	-4	-2	5	-5	-3
Cc1ccc(O)c(C(=O)c2cc(C#N)c3nc4ccccc4n3c2)c1	1	-379	0	2	0	-10	-15	8
CCCCN(c1ccccc1)S(=O)(=O)c1cccc(C(=O)Nc2c(C)n(C)n(-c3ccccc3)c2=O)c1	4	2	/	-1	/	/	-3	/
CC(C)CNC(=O)C(=O)NN=C1CCCCCC1	2	8	-2	2	8	7	5	10
C=CCn1c(SCC(=O)Nc2ccccc2C)nc(O)cc1=O	-11	3	-6	0	-17	0	-3	-5
Cc1ncc([N+](=O)[O-])n1S(=O)(=O)c1cc(Br)ccc1Br	-12	18	0	0	1	-1	5	2
